From PubChem BioAssay
TGFb SMAD3 inh – blocks TGF-b signaling; HepG2 CAGA-GFP TGF-b/SMAD3 reporter, GFP fluorescence, 18 h; TGF-beta stimulated, 500 pg/mL final; Potency, µM (series often up to 46.1 µM), for the others: top-dose activity, negative = inhibition, actives largely listed as inhibitors; 410,000 compounds, 1.2% hits; AID 588855; also: % is scaled to controls: 0 for no effect and ±100 for the full control effect; nearly all actives have a fitted effect of over 65% in size
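Cell-based qHTS in HEPG2 carrying a CAGA-GFP Smad reporter; compounds added before 500 pg/mL final TGF-beta, 18 h incubation at 37 degrees C, GFP fluorescence quantified per cell by imaging cytometry.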
Nrf2 activator – activators of Nrf2 (ARE) signaling | Potency, µM (titrated, usually from 46.1 µM), for inactives: at the highest dose activation, hits mostly activators | 410,000 compounds, 0.31% hits | AREc32 ARE-luciferase reporter (MCF7-derived line), luminescence, 24 h | AID 624171; also: % of control where 0% means no effect; nearly all actives have a fitted effect of over 65% in size
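ARE activation measured as luciferase luminescence (Steady-Glo, 30 min RT) in AREc32_Fluc cells after 24 hr compound exposure at 37 deg C, 5% CO2; cells seeded overnight at 1000/well in OPTI-MEM, 5% FBS.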
S2 tox – viability counter-screen for ATXN expression inhibitors; S2 cells (HEK-293 line with an ATXN2-luciferase reporter) viability, CellTiter-Fluor protease fluorescence, 24 h; Potency, µM (series often up to 56.7 µM), most hits filed as cytotoxic; 400,000 compounds, 0.49% hits; AID 651635; also: nearly all actives have a fitted effect of over 40% in size
HepG2 tox – counter-screen for TGF-b inhibitors: cytotoxicity in HepG2 cells. Potency, µM (top dose mostly 46.1 µM), inactives show top-dose activity change, negative = cytotoxicity, usual class: cytotoxic. HepG2 CAGA-GFP viability, ATP luminescence, 18 h. AID 588856. 410,000 compounds, 0.76% hits; also: some results filed as inactive show a strong effect at the top dose
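CellTiter-Glo luminescence gave cytotoxicity after 18 hours at 37 degrees C. The cells were HepG2 CAGA-GFP in 1% FBS DMEM, stimulated with 500 pg/mL TGF-beta after compound addition. %Activity was normalised to no-cell wells (complete cell-killing) and DMSO (no toxicity), and curves were fitted and classified.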
Nrf2 inh – inhibitors of Nrf2 signaling | A549 ARE-Fluc reporter, luciferase luminescence, 18-24 h | Potency, µM (top dose mostly 46 µM), for inactives: top-dose activity change, negative = inhibition, hits mostly inhibitors | 360,000 compounds, 2.1% hits | AID 504444; also: % is scaled to controls: 0 for no effect and ±100 for the full control effect; nearly all actives have a fitted effect of over 60% in size
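Reporter: ARE-Fluc in A549. Exposure: 18-24 h, 37 °C, 5% CO2, 5% FBS OPTI-MEM. Readouts: fluorescent cytotoxicity (CellTiter-Fluor), then luminescent Nrf2 signal after BugLite.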
MCF10A rereplic – inducers of DNA re-replication in MCF 10A breast cells | 350,000 compounds, 2.9% hits | MCF 10A DNA re-replication, Hoechst nuclear intensity, 48 h | Potency, µM (highest dose often 46.1 µM), without a hit: top-dose activity, positive = re-replication, most hits filed as activators; also: % of control where 0% means no effect; nearly all actives have a fitted effect of over 50% in size
ATXN2 expr inh – inhibitors of ATXN2 expression; HEK-293 ATXN2-luciferase reporter, luminescence, 24 h; Potency, µM (doses to about 57 µM), for inactives: at the top dose activity change, negative = inhibition, hits mostly inhibitors; 360,000 compounds, 0.72% hits; AID 1745845; also: % is scaled to controls: 0 for no effect and ±100 for the full control effect; nearly all actives have a fitted effect of over 55% in size
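ATXN2-luciferase reporter cells (luciferase flanked by upstream and downstream ATXN2 gene portions) were treated 24 h at 37 °C with compounds at up to 57 uM. SteadyGlo luminescence gave expression; GF-AFC fluorescence gave viability.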
A549 viability – counter-screen for Nrf2 inhibitors: cytotoxicity in A549 cells; A549 ARE-Fluc cells, CellTiter-Fluor viability, 18-24 h; Potency, µM (highest dose often 46 µM), for the others: at the top dose activity change, negative = cytotoxicity, actives largely listed as inhibitors; 390,000 compounds, 0.16% hits; also: % is scaled to controls: 0 for no effect and ±100 for the full control effect
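Cytotoxicity counterscreen: CellTiter-Fluor fluorescence was measured in A549 ARE_Fluc cells after 18-24 h of compound exposure in a concentration series. The subsequent BugLite luminescent read reports ARE-luciferase activity.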
EPAC2 antagonist – blocks human EPAC2 exchange factor. Potency, µM (highest dose often 114 µM), for the others: at the highest dose activity, negative = inhibition, actives largely listed as inhibitors. EPAC2 GEF exchange of Rap1B-BODIPY-GDP, fluorescence. AID 720708. 360,000 compounds, 0.18% hits; also: % is scaled to controls: 0 for no effect and ±100 for the full control effect; nearly all actives have a fitted effect of over 45% in size; many of its hits are not listed in these tables
Target sequence (Q8WZA2 whole entry, looked up): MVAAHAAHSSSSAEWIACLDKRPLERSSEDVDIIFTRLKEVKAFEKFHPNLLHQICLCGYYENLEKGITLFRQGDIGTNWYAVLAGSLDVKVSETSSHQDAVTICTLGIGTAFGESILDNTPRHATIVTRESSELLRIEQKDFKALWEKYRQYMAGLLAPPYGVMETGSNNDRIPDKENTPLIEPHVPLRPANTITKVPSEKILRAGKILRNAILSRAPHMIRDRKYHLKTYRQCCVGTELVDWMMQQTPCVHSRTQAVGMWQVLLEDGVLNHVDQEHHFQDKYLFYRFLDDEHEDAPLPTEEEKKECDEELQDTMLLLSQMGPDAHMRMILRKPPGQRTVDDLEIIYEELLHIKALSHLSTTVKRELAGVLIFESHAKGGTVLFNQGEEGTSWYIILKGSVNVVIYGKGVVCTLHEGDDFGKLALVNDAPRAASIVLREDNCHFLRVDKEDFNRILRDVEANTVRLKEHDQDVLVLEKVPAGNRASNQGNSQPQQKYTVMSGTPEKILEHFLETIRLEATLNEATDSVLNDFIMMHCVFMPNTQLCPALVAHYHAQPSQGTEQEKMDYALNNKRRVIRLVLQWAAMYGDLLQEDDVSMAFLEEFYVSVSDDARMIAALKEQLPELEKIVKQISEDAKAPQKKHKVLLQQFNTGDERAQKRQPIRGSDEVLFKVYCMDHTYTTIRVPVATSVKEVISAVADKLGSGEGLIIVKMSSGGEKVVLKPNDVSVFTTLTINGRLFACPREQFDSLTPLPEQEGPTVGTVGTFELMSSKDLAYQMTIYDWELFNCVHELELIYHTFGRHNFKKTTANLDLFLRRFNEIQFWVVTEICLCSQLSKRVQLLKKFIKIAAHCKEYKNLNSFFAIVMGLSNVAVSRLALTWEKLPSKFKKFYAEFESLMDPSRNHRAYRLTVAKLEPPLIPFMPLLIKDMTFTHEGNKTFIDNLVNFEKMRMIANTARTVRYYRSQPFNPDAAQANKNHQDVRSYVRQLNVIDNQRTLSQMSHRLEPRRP
Active calls of the source: *; i = inactive; ? = inconclusive; / = no result given; & = joins results of further samples; [ ] = remark or other dose. Calls follow the shape of the dose curve; as a rule, active = well fitted curve in the direction sought with a large enough effect; inconclusive = small, poorly fitted or top-dose-only effect, or another doubt; inactive = no such curve, though single readings can be large; an effect the other way counts as inactive or inconclusive. Potency is read from the fitted curve at half-maximal effect. These rows are one share of the data (hit frequency here may not be typical).

SMILES	TGFb SMAD3 inh	Nrf2 activator	S2 tox	HepG2 tox	Nrf2 inh	MCF10A rereplic	ATXN2 expr inh	A549 viability	EPAC2 antagonist
C=CCn1c(SCC(=O)Nc2c(C)cccc2C)nnc1-c1ccncc1	3%	1.0%	i	-3%	-3%	-1%	-3%	1%	5%
Cc1ccc(-c2[nH]ncc2C(=O)c2ccccc2C)c(O)c1	0%	0.3%	i	-7%	1%	17%	3%	1%	-10%
COc1cc(-c2cc3nc(NCCc4ccc(S(N)(=O)=O)cc4)ccn3n2)cc(OC)c1OC	8%	15%	i	-20%	/	/	10%	/	6%
C/C(N)=C(/C#N)C(=O)CSc1n[nH]c(-c2ccccc2Br)n1	5%&-8%	3.1%&0.6%	i	16%&3%	?	-14%&0%	21%&7%	?	-5%&8%
N#CCSc1nnc(COc2cccc3ccccc23)n1-c1cccc(Cl)c1	?	0.4%	?	-31%	?	?	-23%	-12%	-3%
O=C(NCc1ccc(Cl)c(Cl)c1)c1ccco1	0%	3.2%	i	5%	-1%	15%	2%	2%	5%
NC(=O)COC(=O)c1ccc(-c2ccccc2)cc1	-13%	0.5%	i	-32%	8%	6%	-6%[11.3 µM]	1%	6%
CN(CCc1ccccc1)C1CCCN(C(=O)Cn2cccn2)C1 (configuration not stated)	2%	-0.1%	i	4%	25%	1%	4%	10%	3%
COc1ccc(-c2csc(N(CCCN(C)C)C(=O)c3cccs3)n2)cc1	-23%	5.5%	?	10µM*	17%	14%	-31%	-6%	7%
COc1ccc(CCNC(=O)CN(c2ccccc2)S(=O)(=O)N(C)C)cc1OC	0%	-0.3%	i	-19%	-11%	/	1%	-1%	/
CCN1CCN(C(=O)c2ccccc2N(Cc2ccccc2)S(=O)(=O)c2ccc(OC)cc2)CC1	8%	0.4%	?	-26%	-4%	7%	-18%	-19%	15%
CCOC(=O)C1=C(c2ccccc2)OC(N)=C(C#N)C1c1ccc(Cl)s1 (configuration not stated)	-31%	?	i	-24%	?	4%	-8%	?	-2%
CCn1ncc(CN2CCN(Cc3ccc(OC)c(C)c3C)C(CCO)C2)c1C (configuration not stated)	-2%	2.0%	i	-20%	-8%	?	-12%	1%	-4%
O=C(CN1C(=O)C2C3C=CC(C3)C2C1=O)NCCC1=CCCCC1 (configuration not stated)	3%	0.2%	i	2%	/	-3%	54%[activator]	6%	-3%
CCN(CC)CCOC(=O)C1(c2ccccc2)CCOCC1	18%	-0.7%	i	-13%	19%	-11%	-8%	0%	3%
Cc1nnc(NC(=O)C(C)Sc2nncn2C)s1 (configuration not stated)	3%	0.2%	i	4%	15%	5%	-27%	6%	7%
Cn1c(SCc2nc(-c3ccc(Cl)cc3)no2)nnc1-c1ccco1	-6%	2.5%	?	-35%	-8%	2%	?	1%	-13%
CCCN(CCO)Cc1cccc(Br)c1	20%	-0.2%	i	2%	-1%	0%	-4%	5%	6%
CCOC(=O)c1ccc(-n2c(N)c(C(=O)OC)c3nc4ccccc4nc32)cc1	-22%	4.8%	/	-15%	/	/	/	0%	/
S=C(Nc1cccnc1)Nc1ccccn1	4%	0.5%	i	-2%	-8%	-2%	/	0%	-7%
CCC(c1nnc(SCC(=O)Nc2ccc(S(N)(=O)=O)cc2)n1Cc1ccccc1)N(C)C (configuration not stated)	11%	-0.1%	i	-5%	-4%	0%	-11%	8%	2%
S=c1[nH]nc(-c2cc(-c3ccccc3)n[nH]2)n1/N=C/c1ccc(Cl)c(Cl)c1	?	3.4%	?	-16%	-9%	1%	-5%	-5%	?
Cc1ccccc1-n1nc2c(c1NC(=O)C(C)(C)C)CS(=O)(=O)C2	3%	0.2%	i	1%	0%	4%	7%	0%	3%
Cn1c(-c2ccc(F)cc2)cnc1SCC(=O)N1CCCc2ccccc21	-14%	0.1%	i	-12%	8%	-1%	0%	8%	19%
Cc1ccc(C(=O)Nc2ccc(C(F)(F)F)n(C)c2=O)cc1	?	0.9%	i	1%	?	-2%	42%[activator]	0%	0%

More results
SMILES	TGFb SMAD3 inh	Nrf2 activator	S2 tox	HepG2 tox	Nrf2 inh	MCF10A rereplic	ATXN2 expr inh	A549 viability	EPAC2 antagonist
Cc1ccc(-n2ncc(-c3n[nH]c(=S)o3)c2N)cc1C	10%	-2.1%	i	6%	/	/	/	/	-9%
CCNc1nc(NCC)nc(N(C)N)n1	0%	-0.1%	i	-20%	2%	10%	1%	-1%	-10%
COc1ccc(SCCCn2c(=O)c3c(ncn3C)n(C)c2=O)cc1	6%	4.1%	i	-18%	?	5%	-13%	-20%	5%
CN(C)S(=O)(=O)c1ccc2c(c1)N(CC(=O)Nc1ccc(F)cc1)C(=O)CS2	?	0.0%	?	-1%	?	/	-9%	-1%	/
CC(NC(=O)C(c1ccccc1)c1ccccc1)c1ccccc1 (configuration not stated)	3%	-0.7%	i	-20%	-5%	1%	-4%	2%	-8%
O=c1ccc2cc(S(=O)(=O)N3CCN(c4cc(Cl)ccc4Cl)CC3)ccc2o1	9%	0.3%	i	1%	/	-15%	-17%	9%	-5%
CCOc1ccc(OCC)c(NC(=O)Cn2cccc2)c1	-10%	-0.1%	i	-21%	9%	-5%	3%	12%	4%
Cc1cccc(C)c1OCC(=O)N/N=C/c1ccncc1	-14%	0.3%	i	-12%	4%	0%	0%	7%	-3%
CN(CC(=O)Nc1ccccc1Cl)C(=O)COC(=O)Cc1ccc(F)cc1	-22%	-0.3%	i	-6%	15%	9%	4%	-18%	0%
CN(C)N1C(N)=C(C#N)C(c2cccc([N+](=O)[O-])c2)C2=C1CC(C)(C)CC2=O (configuration not stated)	0%	-0.8%	i	-33%	-17%	-2%	5%	3%	5%
Cc1cc2[nH]c(=O)c3ccccc3n2n1	-4%	2.0%	i	-2%	?	7%	-5%	3%	-12%
O=C(CSCc1ccc(Cl)cc1)Nc1ccc2c(c1)OCO2	-7%	-0.5%	i	-1%	19%	5%	19%	-3%	-4%
CCC(C)(C)NC(=O)CN(Cc1ccc(OC)cc1)C(=O)CCC(=O)Nc1nccs1	-6%	-0.2%	i	-5%	?	-18%	2%	-8%	6%
O=C(N1CCC(n2nc(-c3ccccc3)oc2=O)CC1)C1(c2ccccc2)CC1	-11%	-0.1%	i	-30%	?	3%	-18%	0%	-17%
Cc1ccc(-n2nc3c(=O)n(C(C)C(=O)NCc4ccccc4C)nc(C)c3c2C)cc1 (configuration not stated)	?	-0.8%	/	-32%	5.2µM*	/	/	-9%	/
Cc1c(C2N3CC4(C)CN2CC(C)(C3)C4=O)c2ccccc2n1C (configuration not stated)	1%	-0.4%	/	-1%	-21%	-1%	/	-6%	2%
Cc1n[nH]c(C)c1S(=O)(=O)N1CCN(S(=O)(=O)c2cccc(F)c2)CC1	-4%	0.5%	i	1%	-6%	2%	15%	-12%	2%
COc1ccc2c(c1)[nH]c1c(=O)n(Cc3ccco3)cnc12	-29%	3.4%	?	-3%	6%	0%	4%	-3%	18%
C/C(N)=C(/C#N)C(=O)CSc1nc2ccccc2c(=O)n1Cc1ccc(C)cc1	-17%	4.2%	?	-44%	-15%	?	-36%	2%	-10%
CC(C)c1ccc(/C=N/n2nnnc2Nc2ccccc2)cc1	-4%	-0.9%	i	6%	-9%	0%	-13%	-2%	2%
COc1ccccc1CNC(=O)c1ccccc1SCC(=O)NCc1ccco1	-2%	5.0%	i	-57%	2%	5%	2%	1%	5%
Cc1c(C(=O)OCC(C)C)[nH]c2c1C(=O)CC(c1ccco1)C2 (configuration not stated)	?	0.2%	?	-31%	5%	18µM*	-20%	-10%	0%
CCOc1ccc(NC(=O)CCn2nc(C)c(S(=O)(=O)N3CCCCC3)c2C)cc1	0%&5%	-0.5%&0.4%	i	-5%&-3%	12%	6%	-3%	-2%&3%	0%
CC(C)C[C@H]1CN([C@@H](CC(C)C)CN2CCC[C@H]2CN2C(=O)C(=O)NC[C@@H]2Cc2ccccc2)C(=O)C(=O)N1CCc1ccccc1	/	-1.1%	i	/	/	/	-1%	/	-1%
O=C(CSc1cccc[n+]1[O-])Nc1cc(S(=O)(=O)N2CCOCC2)ccc1Cl	-2%	-0.2%	i	-25%	2%	-3%	-13%	2%	-4%

Full records as entered above. Order of screens: TGFb SMAD3 inh | Nrf2 activator | S2 tox | HepG2 tox | Nrf2 inh | MCF10A rereplic | ATXN2 expr inh | A549 viability | EPAC2 antagonist
`COc1ccccc1CNC(=O)c1ccccc1SCC(=O)NCc1ccco1` is listed with -2% | 5.0% | i | -57% | 2% | 5% | 2% | 1% | 5%
`Cc1n[nH]c(C)c1S(=O)(=O)N1CCN(S(=O)(=O)c2cccc(F)c2)CC1` is listed with -4% | 0.5% | i | 1% | -6% | 2% | 15% | -12% | 2%
`Cc1cc2[nH]c(=O)c3ccccc3n2n1` is listed with -4% | 2.0% | i | -2% | ? | 7% | -5% | 3% | -12%
`C/C(N)=C(/C#N)C(=O)CSc1nc2ccccc2c(=O)n1Cc1ccc(C)cc1` is listed with -17% | 4.2% | ? | -44% | -15% | ? | -36% | 2% | -10%
`CN(CC(=O)Nc1ccccc1Cl)C(=O)COC(=O)Cc1ccc(F)cc1` is listed with -22% | -0.3% | i | -6% | 15% | 9% | 4% | -18% | 0%

Later entries
SMILES	TGFb SMAD3 inh	Nrf2 activator	S2 tox	HepG2 tox	Nrf2 inh	MCF10A rereplic	ATXN2 expr inh	A549 viability	EPAC2 antagonist
COCC1CCCC1OS(N)(=O)=O (configuration not stated)	-1%	-1.2%	i	-17%	-6%	2%	7%	2%	-7%
Cc1cs/c(=N\N=C\c2ccccc2)n1Cc1ccco1	?	4.0%	i	-14%	-1%	?	19%	-3%	4%
O=C(c1ccc2[nH]ccc2c1)N1CCCC(Nc2ccccc2)C1 (configuration not stated)	0%	-0.4%	i	-3%	-11%	10%	3%	2%	-7%
O=C(NC1CCN(S(=O)(=O)c2ccccc2)CC1)c1cccc(F)c1	-12%	0.0%	i	-24%	?	1%	-8%	-8%	8%
COc1ccc(-c2nnc3n2N(C(C)=O)C(c2ccc(Cl)c(Cl)c2)=C(C(C)=O)S3)cc1	11%	2.0%	/	-1%	/	/	/	17%	/
O=[N+]([O-])c1cc(-c2cnc3ccccc3n2)ccc1Oc1ccc(Br)cc1	-9%	3.8%	i	-13%	?	16%	21%	-18%	-3%
